HTRA1 inh = HTRA1 (human) protease inhibition; Q92743; recombinant HTRA1, FP-rhodamine activity-based probe, fluorescence polarization; inhibition, % at 5.96 µM; 0.5% of 340,000 active; in the data active = inhibition above about 36%;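 note: 0% = enzyme with DMSO and 100% = wells lacking enzyme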
PG9 binder = small molecules binding HIV-1 gp120 antibody PG9; AID 624416; inhibition, % at 6.7 µM; 0.43% of 360,000 active; TR-FRET gp120-PG9 antibody binding; in the data active = inhibition above about 8.5%
NR1D1 modulator = Rev-erb alpha (human) modulation | P20393 | Rev-erbα–FITC-DNA binding, fluorescence polarization, 90 min | activity, % at 10 µM | 0.79% of 370,000 active;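 active = activity above about 14%, limit read from the data; passing the limit was not always enough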;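 note: 0% = DMSO wells with 35 nM protein and 100% = DMSO wells with 750 nM protein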
Target sequence (P20393 whole entry, looked up): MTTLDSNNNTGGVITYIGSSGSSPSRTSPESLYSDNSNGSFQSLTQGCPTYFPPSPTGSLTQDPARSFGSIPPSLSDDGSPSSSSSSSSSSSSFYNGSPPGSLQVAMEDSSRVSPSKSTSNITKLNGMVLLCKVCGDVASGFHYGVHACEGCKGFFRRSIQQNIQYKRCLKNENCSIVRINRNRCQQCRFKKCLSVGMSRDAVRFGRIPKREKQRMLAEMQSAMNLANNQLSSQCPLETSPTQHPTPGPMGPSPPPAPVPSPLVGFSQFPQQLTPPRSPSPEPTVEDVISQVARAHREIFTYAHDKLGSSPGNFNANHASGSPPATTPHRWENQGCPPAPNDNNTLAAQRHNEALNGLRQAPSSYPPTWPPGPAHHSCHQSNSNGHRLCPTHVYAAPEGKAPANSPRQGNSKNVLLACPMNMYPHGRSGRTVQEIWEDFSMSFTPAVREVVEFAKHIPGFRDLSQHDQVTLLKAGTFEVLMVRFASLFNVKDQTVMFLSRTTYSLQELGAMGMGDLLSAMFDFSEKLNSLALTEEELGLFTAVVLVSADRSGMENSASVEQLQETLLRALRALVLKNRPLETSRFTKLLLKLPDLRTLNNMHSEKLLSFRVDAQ
PRMT1 FP inh = PRMT1 (human) inhibition, primary screen | recombinant PRMT1, activity-based probe fluorescence polarization | 1.3% of 370,000 active | inhibition, % at 2.79 µM;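 active = inhibition above about 21% made by adding two undisclosed values, limit read from the data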
Target sequence (Q99873 whole entry, looked up): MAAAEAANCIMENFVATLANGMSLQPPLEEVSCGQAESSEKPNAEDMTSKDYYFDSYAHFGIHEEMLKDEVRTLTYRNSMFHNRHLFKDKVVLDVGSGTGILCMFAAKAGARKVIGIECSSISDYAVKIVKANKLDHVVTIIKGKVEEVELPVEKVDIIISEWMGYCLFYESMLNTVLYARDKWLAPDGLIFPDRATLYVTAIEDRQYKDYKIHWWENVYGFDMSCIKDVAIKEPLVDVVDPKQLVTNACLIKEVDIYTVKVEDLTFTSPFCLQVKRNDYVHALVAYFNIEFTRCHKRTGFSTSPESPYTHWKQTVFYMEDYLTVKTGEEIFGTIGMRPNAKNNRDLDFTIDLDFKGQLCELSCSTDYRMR
TDP2 inh = blocks human TDP2 phosphodiesterase activity. 0.34% of 370,000 active. O95551. recombinant TDP2, T5PNP hydrolysis, p-nitrophenol absorbance 415 nm. inhibition, % at 12.8 µM;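 active = inhibition above the mean of all tested compounds plus 3 SD, set per campaign, cut at about 25% in these data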;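 note: 0% = DMSO with enzyme and 100% = buffer with substrate but no TDP2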
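System – recombinant human TDP2 · Amount – 120 nM TDP2 per well · Buffer or medium – Mg2+-containing Tris-HCl buffer, pH 7.5 · Reagent – T5PNP substrate, 5 mM · Dosing – 12.8 µM single point, 1% DMSO · Incubation – 2 h at 37 °C · Measured by – epi absorbance · Read-out basis – percent inhibition · Benchmarks – high control without enzyme, low control DMSO plus TDP2 · Repeats – singlicate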
SIAE primary = human SIAE inhibition, primary screen | 0.69% of 370,000 active | inhibition, % at 9.66 µM | SIAE FP-Rh probe binding, fluorescence polarization | Q9HAT2;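 active = inhibition above a cutoff: mean of compounds within the control limits plus 3 SD of those, cut at about 17% in these data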;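 note: 0% = plate median of compound wells and 100% = probe without SIAE protein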
mABHD4 FP = inhibits mouse alpha/beta hydrolase domain 4; Q8VD66; purified mABHD4, FP-Rh probe fluorescence polarization; inhibition, % at 8.92 µM; 0.54% of 370,000 active; AID 720543;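 active = inhibition exceeding the mean over every tested compound plus 3 SD, cut at about 30% in these data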;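 note: 0% = plate median of compound wells and 100% = S159A mutant with DMSO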
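System: mouse ABHD4 enzyme, wild type / Medium: HEPES pH 7.0, NaCl, Pluronic buffer / Reagent: FP-Rh activity-based fluorescent probe / Control set: S159A mutant high control, sample median low control / Detection: fluorescence polarization with parallel and perpendicular emission, 525/598 nm / Schedule: 45 min + 60 min at 25 °C / Compound dosing: 8.92 µM, single dose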
rCAG RNA binder = molecules binding r(CAG) RNA repeats; r(CAG) RNA repeat, TO-PRO-1 dye displacement fluorescence; inhibition, % at 3 µM; 1.3% of 370,000 active; AID 651821;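 active = inhibition above the plate cutoff, the mean of all test compounds on that plate plus 3 SD, cut at about 35% in these data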;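 note: 0% = DMSO alone and 100% = 100 µM mitoxantrone as full dye displacement; higher means more dye released from RNA so lower well fluorescence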
TCR-CD3 inh = blocks the human TCR-CD3 interaction; TAMRA-labeled TCR probe fluorescence, biochemical; inhibition, % at 9.4 µM; 0.37% of 360,000 active; in the data active = inhibition above about 19%;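 note: recombinant mutant TCR 2C K166C tagged with TAMRA read by polarization; 0% = receptor in buffer alone and 100% = receptor with positive control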
LEDGF integ inh = blocks HIV-1 LEDGF/p75-dependent DNA integration; TR-FRET IN-LEDGF/p75 DNA integration, Eu/Cy5; inhibition, % at 3.7 µM; 0.64% of 370,000 active;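 active = inhibition above the screen-wide mean plus 3 SD, cut at about 13% in these data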;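 note: signal is the Cy5 over europium emission ratio at 671 and 618 nm; 0% = plate median of compound wells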
Active calls of the source: *; / = not tested or not shown.

SMILES	HTRA1 inh	PG9 binder	NR1D1 modulator	PRMT1 FP inh	TDP2 inh	SIAE primary	mABHD4 FP	rCAG RNA binder	TCR-CD3 inh	LEDGF integ inh
CN1CCN(C(=O)c2ccc(N(Cc3ccccc3Cl)S(C)(=O)=O)cc2)CC1	-5.2	-1.9	-8.6	-1.4	1.7	2.4	2.3	-7.5	-1.5	-1.0
Cc1cc(=O)oc2cc(Nc3ccccc3)ccc12	1.9	-2.8	1.6	1.9	-6.2	-3.6	0.3	-3.5	-5.3	-3.5
COc1ccc(C(=O)Nc2nnc(SCC(=O)NC3CC3)s2)cc1	4.5	1.3	2.0	-0.8	14.2	-2.2	-6.0	-0.6	0.1	2.4
COc1cccc2cc(C(=O)OCc3ccccc3)c(=O)oc12	-7.4	-0.1	5.2	4.1	6.0	-3.1	4.0	-0.2	-2.9	-0.9
Cc1cccc(C)c1OCCCn1ccnc1	14.6	-2.1	2.7	0.2	1.9	1.1	7.3	3.6	15.4	-1.1
CCCCN1CC(N2CCCC2)CS1(=O)=O (stereo unspecified)	/	-1.1	10.4	-3.6	8.3	10.2	-0.8	1.4	-3.6	-3.7
CCN(CC)CCN1c2ccccc2Sc2ccccc21	6.1	-4.6	1.9	-2.7	-0.4	8.7	12.6	0.0	7.1	6.1
CCOC(=O)C1=C(N)Oc2cc(C)n(CCc3ccc(OC)c(OC)c3)c(=O)c2C1c1cccnc1 (stereo unspecified)	-4.9	-0.8	0.1	0.0	-4.7	-8.0	-1.3	-6.2	7.6	0.3
O=C1c2ccccc2C(c2nnnn2-c2ccc3c(c2)OCCO3)N1CCc1c[nH]c2ccccc12 (stereo unspecified)	/	-1.4	2.1	-2.5	10.1	2.2	-1.6	8.0	7.5	-0.2
CCOC(=O)c1sc2nc(CSc3ccccc3)nc(N3CCCN(C)CC3)c2c1C	-14.6	-2.7	-2.8	0.2	4.5	1.2	15.5	-5.8	-1.0	4.3
CS(=O)(=O)Cc1ccc(C(=O)N2CCN(C(=O)c3cccs3)CC2)cc1	4.3	2.4	2.4	-4.6	6.3	5.9	0.2	0.2	-0.8	0.0
CCCCNC(=S)NCC(c1ccccc1)c1c[nH]c2ccccc12 (stereo unspecified)	-29.4	-2.4	2.7	-2.0	1.5	3.1	-9.5	3.0	7.3	-1.2
CCSc1nnc(NC(=O)CSc2sc3c(O)cc(=O)[nH]c3c2C#N)s1	-14.9	-1.5	-19.6	27.3*	-0.8	-39.7	-15.8	58.4*	14.4	-0.8
C=CCN(C)NC(=O)Nc1ccccc1	-5.0	1.1	-1.8	2.0	7.9	1.4	-0.3	-1.8	3.5	2.2
COc1ccc(CN2CCN(C(=O)c3cccs3)CC2)c(OC)c1OC	-4.0	2.4	7.6	-3.5	3.9	4.2	12.6	-2.0	5.0	1.8

Whole records, quoted from the list. Screens in order: HTRA1 inh | PG9 binder | NR1D1 modulator | PRMT1 FP inh | TDP2 inh | SIAE primary | mABHD4 FP | rCAG RNA binder | TCR-CD3 inh | LEDGF integ inh
COc1cccc2cc(C(=O)OCc3ccccc3)c(=O)oc12 is listed with -7.4 | -0.1 | 5.2 | 4.1 | 6.0 | -3.1 | 4.0 | -0.2 | -2.9 | -0.9
CCCCN1CC(N2CCCC2)CS1(=O)=O (stereo unspecified) is listed with / | -1.1 | 10.4 | -3.6 | 8.3 | 10.2 | -0.8 | 1.4 | -3.6 | -3.7
CCOC(=O)c1sc2nc(CSc3ccccc3)nc(N3CCCN(C)CC3)c2c1C is listed with -14.6 | -2.7 | -2.8 | 0.2 | 4.5 | 1.2 | 15.5 | -5.8 | -1.0 | 4.3

(list continues)
SMILES	HTRA1 inh	PG9 binder	NR1D1 modulator	PRMT1 FP inh	TDP2 inh	SIAE primary	mABHD4 FP	rCAG RNA binder	TCR-CD3 inh	LEDGF integ inh
Cc1c(C(=O)NCc2cccnc2)oc2c1C(=O)CC(C)(C)C2	9.6	-0.1	1.7	2.2	-14.8	2.3	-5.7	1.6	5.4	6.3
COc1cc(NCCCCCCN)c2ncccc2c1OC	37.9*	-4.5	-32.2	4.0	52.0*	7.1	40.5*	7.0	13.7	40.5*
Cn1cc(C(=O)Nc2ccc(F)c(F)c2)cn1	7.3	0.8	3.4	2.3	-4.2	-3.2	4.7	-0.7	0.6	-5.9
Cc1ccc2c(c1)C(SCC(=O)NCCc1ccccc1)CC1(CCCC1)O2 (stereo unspecified)	-0.3	0.4	5.0	-2.7	12.4	1.3	-0.6	1.0	8.0	-0.7
N/C(=N\OCc1ccc([N+](=O)[O-])cc1)c1ccncc1	2.4	-3.6	2.1	1.5	1.3	-2.3	1.2	-3.1	-4.8	-6.3
Cn1c2c(c(=O)n(C)c1=O)CN(Cc1ccco1)CN2	5.3	1.1	3.2	-1.9	10.8	15.3	3.3	-0.1	0.8	-0.8
O=C1c2ccccc2C(=O)N1CCCN1C(=O)c2ccccc2C1=O	11.8	-0.1	-4.2	2.1	1.0	-1.6	2.1	-0.5	2.6	-3.1
Cc1ccn2c(=O)nc(SCC(=O)Nc3ccc4c(c3)OCO4)nc2c1	7.5	-1.3	3.5	1.2	-4.3	6.8	4.1	10.7	-3.0	-1.4
CCOC(=O)COc1ccc2nsnc2c1	4.3	0.6	2.2	2.9	-9.5	-10.2	-9.7	3.6	-8.4	-3.5
CCN1CCN(C(=O)c2cc3c(s2)-c2ccccc2S(=O)(=O)C3)CC1	0.6	-1.0	1.2	2.9	7.4	-0.1	-6.5	4.9	-6.0	3.4
CCOC(=O)Cc1ccc(Nc2nc(NCc3ccccc3)nc3ccsc23)cc1	/	1.7	-2.9	4.3	2.7	12.4	10.7	1.4	4.6	1.9
CC(C)(C)c1ccc(C(=O)NNc2ncccc2-n2cccc2)cc1	-1.1	-0.6	0.6	-0.3	4.2	0.1	-5.2	-2.9	-3.5	0.3
O=C(CNc1ccc(Cl)cc1)c1ccc(Br)cc1	-4.8	0.4	-6.8	-2.5	7.7	-1.8	0.9	0.4	4.1	-1.2
CCn1cc([N+](=O)[O-])c(C(=O)N2N=C(c3ccccc3)CC2c2ccc([N+](=O)[O-])cc2)n1 (stereo unspecified)	-25.5	-3.0	1.4	-3.0	-7.0	-0.4	-2.3	1.9	5.0	0.1
Cn1nc(C(C)(C)C)c([N+](=O)[O-])c1C(=O)N1CCOCC1	-0.7	-0.9	0.5	4.0	-4.3	-1.4	-2.8	-2.6	-2.2	-1.0
O=C(Nc1ccc2oc(-c3ccccc3)nc2c1)c1cc(-n2cnnc2)ccc1Cl	-30.8	0.6	0.3	3.9	-2.5	-18.6	-10.7	3.6	-4.8	-3.3
CSc1ncccc1C(=O)OCC(=O)N(C)c1c(N)n(Cc2ccccc2)c(=O)[nH]c1=O	-1.4	-3.1	-1.8	-0.2	-7.4	-3.8	-0.9	-1.6	-0.2	1.2
Cc1cccc(N(CC(=O)N2CCc3ccccc3C2)S(C)(=O)=O)c1C	3.2	-0.6	-3.1	-1.7	-1.0	-1.9	-4.5	-6.1	2.8	2.1
COc1ccccc1C(=O)OCc1nc(N)nc(Nc2ccccc2C)n1	-0.6	-0.6	-3.6	-2.5	-5.7	-2.6	5.3	-8.7	-0.7	0.8
CNC(=O)CS(=O)CC(=O)Nc1cc(OCCOC)c(Cl)cc1Cl (stereo unspecified)	0.1	-2.3	-5.3	0.5	-11.0	-6.0	4.6	-0.2	7.6	1.4
CCCCC(=O)N/N=C/c1ccc(N2CCOCC2)c([N+](=O)[O-])c1	1.8	-3.7	-2.4	-1.8	11.7	-0.9	9.4	0.1	4.6	-1.4
O=C(CCCN1C(=O)C(c2ccccc2)Oc2cccnc21)NCc1ccccc1Cl (stereo unspecified)	2.8	-1.6	10.5	-1.0	-15.1	-14.2	-13.4	-2.2	1.6	-1.8
COc1ccc(CN2CN3Cc4cc(F)ccc4C3CS2(=O)=O)cc1 (stereo unspecified)	/	/	7.5	-4.2	4.9	-3.7	-0.5	1.5	/	0.7
Cc1cccc(N2CCN(S(=O)(=O)c3ccc4c(c3)CCN4C(=O)CCC(=O)O)CC2)c1C	2.7	-3.0	-1.5	-1.5	3.8	1.9	-3.7	7.6	1.4	-1.0
NC(=S)N/N=C1\c2ccccc2-c2c(C(=O)O)cccc21	-1.8	-5.7	-2.4	0.7	-6.2	-29.2	41.9*	15.7	9.1	3.8
COc1ccc(Cl)cc1NC(=O)C(C)N1CCN(c2ccccn2)CC1 (stereo unspecified)	-2.5	-1.1	-2.8	0.2	-4.0	3.3	-1.2	-4.9	2.1	-5.5
Cc1cccc(/C=N/NC(=O)C2CCCNC2=O)c1 (stereo unspecified)	6.5	-3.3	-1.6	-2.8	-9.4	2.8	-2.3	2.3	-4.5	4.0
COc1ccsc1C(=O)NCCN1CCOCC1	3.7	-1.6	0.3	0.8	4.5	0.7	-0.8	-5.0	5.9	1.2
CCOC(=O)C1=C(C)NC(=O)NC1c1ccco1 (stereo unspecified)	-0.5	-1.1	-4.3	-2.6	4.0	2.2	9.6	-0.8	5.7	-0.8
O=C(CNC(=O)c1ccco1)NCC(=O)OCc1ccc(Cl)cc1Cl	6.5	-0.1	2.7	0.7	-6.3	1.5	4.5	-0.3	-8.7	-4.7
O=C(Cc1ccccc1)Nc1c(C(=O)N2CCOCC2)cnn1-c1ccccc1	-0.4	-2.0	-5.6	3.0	-12.7	-3.3	0.1	-3.9	6.5	-1.0
O=C(CN1C(=O)NC2(CCCC2)C1=O)Nc1ccccc1F	-2.9	-0.5	2.1	0.6	3.1	-3.0	5.1	-2.3	-2.8	-4.0
COc1ccc(/C=N/OCC(=O)Nc2nc3ccccc3s2)cc1	0.7	-1.0	9.9	-1.6	-4.2	-2.9	-3.3	1.2	4.1	-1.9
CCCN(C(=O)COC(=O)CSc1ccc(C(N)=O)cc1[N+](=O)[O-])C1CCS(=O)(=O)C1 (stereo unspecified)	-0.3	0.0	-5.9	7.4	-1.7	1.7	1.3	2.1	-1.6	-1.3
Cc1c(OCc2nn[nH]n2)ccc2c3c(c(=O)oc12)CCCC3	-6.8	1.6	0.4	-1.2	-2.6	1.6	1.1	18.1	8.6	-0.7
COc1ccc([C@@H]2[C@@H]3C(=O)N(C(C)(C)C)C(=O)[C@@H]3[C@]3(Cc4ccc(Cl)cc4)C(=O)N(c4ccc(Br)cc4)C(=O)N23)cc1	-26.7	-5.2	0.7	-0.3	-3.1	-9.4	-3.7	15.0	10.9	1.3
CN(C)c1cncc(C(=O)O)c1	5.9	-1.0	-2.2	-1.7	5.8	2.0	-3.6	1.4	8.3	0.3
Cc1ccc(C)c(CN2CCC(CNC(=O)Nc3ccc(C)c(F)c3)CC2)c1	-8.9	-1.5	3.3	-0.1	-9.9	-11.7	4.7	-3.2	1.9	1.2
Cc1cc(NC(=O)Cn2nnc3sc4c(c3c2=O)CCCC4)no1	1.3	-0.8	-1.6	-1.0	10.0	-3.1	-2.7	2.1	3.2	1.4
C=CC[C@H]1CC(Cc2ccccc2)=C[C@H](CC=C)N1	0.5	-2.5	-0.7	4.0	-1.8	-5.1	6.4	1.9	6.5	-1.3
CC(=O)NNc1cc(C)nc(N)n1	/	-0.7	-3.0	-3.9	-4.6	5.8	-2.0	65.9*	-1.9	2.7

Screening results from PubChem.

An excerpt (hit frequency here may not be typical).
